# Screening data deposited in PubChem by National Center for Advancing Translational Sciences (NCATS).
# IMPase Li inh: qHTS Assay for Identifying the Cell-Membrane Permeable IMPase Inhibitors: Potentiation with Lithium | CHO-M1 cells, IP1 TR-FRET (IP-One), carbachol + lithium | Potency, µM (doses to about 59.4 µM), without a hit: at the highest dose activity, negative = IMPase inhibition, usual class: inhibitors | 210,000 compounds, 0.35% hits;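 note: IP1 builds up when IMPase is blocked and the TR-FRET signal falls; plate controls were basal vehicle for no effect and high inhibitor control for full effect; nearly all actives have a fitted effect of over 50% in size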
#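 Concentration–response in CHO-M1 cells, lithium-potentiated; 30 min at 37C. IP1 detected by competitive TR-FRET after 10 min lysis at RT. Hill-fitted AC50.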
# SMN2 splice enh: qHTS Assay for Enhancers of SMN2 Splice Variant Expression; 210,000 compounds, 2.8% hits; HEK293 SMN2-luciferase splicing reporter, luminescence, 30-36 h; Potency, µM (series often up to 46.1 µM), for the others: at the highest dose activity change, positive = activation, actives largely listed as activators; note: % of control where 0% means no effect; nearly all actives have a fitted effect of over 55% in size
#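 HEK293 cells carry an SMN2 […]–luciferase reporter in which exon 7 inclusion puts luciferase in frame. Cells were plated 10-12 h before compound addition, then incubated 30-36 h at 37C. ONE-Glo luminescence was read; sodium butyrate at 4.5 mM final served as control.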
# KinaseGlo FLuc: Counterscreen for Luciferase (Kinase-Glo TM) Inhibition; 200,000 compounds, 0.28% hits; Luciferin 4-monooxygenase (Photuris pensylvanica), Q27757; Kinase-Glo luciferase, ATP luminescence, 8 min; Potency, µM (series often up to 38.3 µM), for the others: at the top dose activity change, negative = inhibition, hits mostly inhibitors; note: % is set by controls: 0 for no effect and ±100 for the full control effect; nearly all actives have a fitted effect of over 60% in size
#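 Inhibition of Kinase-Glo luciferase light generation was assessed at 10 uM ATP in pH 7.2 imidazole buffer, with luminescence measured after eight minutes at ambient temperature.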
# NPSR antagonist: qHTS Assay for Antagonists of the Neuropeptide S Receptor: cAMP Signal Transduction | Q6W5P4 | CHO-NPSR cells, cAMP TR-FRET, antagonist mode | Potency, µM (highest dose often 38.3 µM), inactives show at the top dose activity change, negative = inhibition, actives largely listed as inhibitors | 220,000 compounds, 1% hits | AID 1461, 2008; note: % is set by controls: 0 for no effect and ±100 for the full control effect; nearly all actives have a fitted effect of over 50% in size; many of its hits are not listed in these tables
# Target sequence (Q6W5P4 whole entry, looked up): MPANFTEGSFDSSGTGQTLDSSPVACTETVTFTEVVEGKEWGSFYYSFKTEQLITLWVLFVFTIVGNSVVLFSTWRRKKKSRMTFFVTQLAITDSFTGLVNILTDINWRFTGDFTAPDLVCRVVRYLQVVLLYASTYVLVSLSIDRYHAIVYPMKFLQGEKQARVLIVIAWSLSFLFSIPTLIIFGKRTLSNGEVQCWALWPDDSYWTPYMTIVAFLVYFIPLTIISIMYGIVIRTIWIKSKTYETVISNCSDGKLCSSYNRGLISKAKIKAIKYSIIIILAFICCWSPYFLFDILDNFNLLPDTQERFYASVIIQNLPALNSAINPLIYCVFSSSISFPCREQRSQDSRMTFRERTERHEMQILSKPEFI
# GoLoco inh red: qHTS Assay for Inhibitors of RGS12 GoLoco Motif Activity (Red Fluorophore) | Gai1:RGS12 GoLoco peptide FP, rhodamine, 10 min | AID 880, 2007 | Potency, µM (series often up to 61.6 µM), inactives show at the highest dose activity, negative = inhibition, most hits filed as inhibitors | Guanine nucleotide-binding protein G(i) subunit alpha-1 (Homo sapiens), P63096 | 230,000 compounds, 0.44% hits; active = well fitted inhibition curve with a large enough effect, not every such curve was filed as active; inactive = no such curve, though single readings can be large or run the other way; note: % is set by controls: 0 for no effect and ±100 for the full control effect; nearly all actives have a fitted effect of over 30% in size; many of its hits are not listed in these tables
# RECQ1 inh: qHTS Assay for Inhibitors of RecQ-Like Dna Helicase 1 (RECQ1); ATP-dependent DNA helicase Q1 (Homo sapiens), P46063; AID 2549, 2010; 240,000 compounds, 0.54% hits; Potency, µM (series often up to 57.3 µM), for the others: at the highest dose activity, negative = inhibition, actives largely listed as inhibitors; RECQ1 DNA unwinding, red fluorescence kinetic read;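 note: plate controls were vehicle for no effect and no enzyme for full effect; nearly all actives have a fitted effect of over 30% in size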
# Target sequence (P46063 whole entry, looked up): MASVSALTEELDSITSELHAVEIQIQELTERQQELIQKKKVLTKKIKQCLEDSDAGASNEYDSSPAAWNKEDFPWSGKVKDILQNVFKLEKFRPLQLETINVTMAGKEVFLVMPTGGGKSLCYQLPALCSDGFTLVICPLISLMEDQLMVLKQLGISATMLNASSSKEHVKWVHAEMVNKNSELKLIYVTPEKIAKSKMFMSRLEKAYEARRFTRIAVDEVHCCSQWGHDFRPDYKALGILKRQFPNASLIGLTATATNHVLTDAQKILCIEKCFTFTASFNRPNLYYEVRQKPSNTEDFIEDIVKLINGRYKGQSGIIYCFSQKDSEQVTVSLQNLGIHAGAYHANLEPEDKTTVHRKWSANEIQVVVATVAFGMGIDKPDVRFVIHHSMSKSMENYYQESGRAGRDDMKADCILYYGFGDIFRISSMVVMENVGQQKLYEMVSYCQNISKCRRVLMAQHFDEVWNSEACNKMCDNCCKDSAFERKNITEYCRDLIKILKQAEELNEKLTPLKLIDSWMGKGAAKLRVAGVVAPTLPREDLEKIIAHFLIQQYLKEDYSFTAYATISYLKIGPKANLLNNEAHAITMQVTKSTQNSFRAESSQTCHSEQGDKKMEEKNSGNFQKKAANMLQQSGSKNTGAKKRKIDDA
#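 50 nM RECQ1T1 preincubated 15 min with compound in Tris pH 8.0 buffer with MgCl2, DTT, Tween-20 and 2.5 ug/ml poly(dI-dC); started with 200 nM TAMRA/BHQ-2 forked duplex and 2 mM ATP. Unwinding read as fluorescence (525/598 nm), two reads 2 h apart.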
# JMJD2E inh: qHTS Assay for Inhibitors of Human Jumonji Domain Containing 2E (JMJD2E) | Lysine-specific demethylase 4E (Homo sapiens), B2RXH2 | JMJD2E catalytic domain, FDH-coupled NADH fluorescence (FDH is formaldehyde dehydrogenase) | Potency, µM (series often up to 57.1 µM), for the others: at the top dose activity change, negative = inhibition, actives largely listed as inhibitors | 230,000 compounds, 1.6% hits | AID 2147, 2009; active = well fitted inhibition curve with a large enough effect, not every such curve was filed as active; inconclusive = small, poorly fitted or top-dose-only effect, or another doubt; inactive = no such curve, though single readings can be large or run the other way;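 note: 0% = wells with enzyme and -100% = buffer wells without enzyme; nearly all actives have a fitted effect of over 50% in size; many of its hits are not listed in these tables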
# Epigenetic reg: Quantitative High-Throughput Screen for Regulators of Epigenetic Control. murine LDR cells, GFP reporter derepression, 30 h. Potency, µM (titrated, usually from 53.9 µM), inactives show top-dose GFP activation, usual class: activators. 280,000 compounds, 0.2% hits. AID 1865, 2009; note: % of control where 0% means no effect; nearly all actives have a fitted effect of over 60% in size
#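 Derepression of a silenced CMV-GFP reporter in murine LDR cells is scored by enumerating GFP-positive cells with a laser-scanning microplate cytometer after 30 hours of treatment at 37 C.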
# Starred values were filed as active, the others as inactive; i = inactive; ? = inconclusive; . = no result given; [ ] = dose if it differs, or a comment. Unless noted, calls come from the whole dose curve; as a rule, active = well fitted curve in the direction sought with a large enough effect; inconclusive = small, poorly fitted or top-dose-only effect, or another doubt; inactive = no such curve, though single readings can be large; an effect the other way counts as inactive or inconclusive. Potency is the fitted concentration of half-maximal effect. These rows are one share of the data; rates above refer to the full screens.
nr	SMILES	IMPase Li inh	SMN2 splice enh	KinaseGlo FLuc	NPSR antagonist	GoLoco inh red	RECQ1 inh	JMJD2E inh	Epigenetic reg
1	COc1cc(S(=O)(=O)n2ccnc2)ccc1Br	-3%	-11%	3%	5%	5%	-10%	4%	-1.4%
2	c1nc(N2CCNCC2)c2cc(-c3ccc4c(c3)OCO4)ccc2n1	-1%	3%	0%	.	6%	-1%	-27%	-0.8%
3	CC1Cc2ccccc2N1C(=O)COC(=O)Cn1nnc(-c2ccccc2)n1 (stereo unspecified)	38%[activator][38.3 µM]	-19%	5%	?	11%	-4%	-4%	0.0%
4	Cc1ccccc1NC(=O)C1CCN(S(=O)(=O)c2cccs2)CC1	20%	-6%	3%	-3%	1%	i	-14%	-0.4%
5	O=C(COc1ccccc1Br)NCc1ccccn1	31%[activator][38.3 µM]	-19%	3%	-16%[46.1 µM]	2%	-8%	-8%	-9.4%
6	C=CCOc1c2ccc(C(=O)NC3CCCc4ccccc43)cc2nn1C (stereo unspecified)	-27%[38.3 µM]	?	1%	-2%[46.1 µM]	6%	2%	?	-4.0%
7	O=C1CCCCC/C1=N/Nc1ccc(OCc2ccccc2)cc1	.	.	.	-21%	10%	-4%	5%	1.2%
8	NC(=O)CSc1ncnc2c1nnn2Cc1ccc(F)cc1	-12%	-2%	-1%	-4%	5%	-3%	5%	-1.4%
9	CCCc1nc2oc3c(OCC)ncnc3c2c2c1COC(C)(C)C2	26%[38.3 µM]	-12%	1%	0%[46.1 µM]	11%	-10%	-9%	-4.2%
10	CCOC(=O)N1CCN(C(c2cccnc2)c2ccc3cccnc3c2O)CC1 (stereo unspecified)	10%[38.3 µM]	-4%	16%	-28%[46.1 µM]	-19%	-4%	14µM*	8.2%
11	COCCn1c(SCC(=O)Nc2nnc(C)s2)nnc1-c1ccncc1	4%	19%	0%	-8%[46.1 µM]	-9%	i	6%	-6.0%
12	O=C(CSc1nnnn1-c1ccc2c(c1)CCC2)NCc1cccs1	16%[38.3 µM]	16%	-3%	-11%[46.1 µM]	1%	-8%	-4%	-1.8%
13	O=C(CSc1nc(-c2ccco2)cc(C(F)(F)F)n1)NCC1CCCO1 (stereo unspecified)	5%[38.3 µM]	-12%	3%	11%[46.1 µM]	1%	11%	?	-0.7%
14	CC(/C=C\C=C\c1ccccc1)=N\NC(=O)c1cncc(Br)c1	4%	-67%[inhibitor]	3%	-44%	29%	-5%	-22%	0.0%
15	Cc1ccc(CN2CCN(Cc3cn(C)nc3C)CC2CCO)o1 (stereo unspecified)	19%	-2%	-1%	12%	14%	i	8%	-1.5%
16	O=C(CNC(=O)c1ccccc1Br)N/N=C/c1cc(Br)ccc1O	-14%	-61%[inhibitor]	-2%	-21%	13%	0%	?	1.1%
17	Cc1ccc(-c2onc3ccc(C=O)cc23)cc1	3%[38.3 µM]	?	-1%	-5%[46.1 µM]	11%	i	?	-3.1%
18	COc1ccc(NC(=O)C2CCCN(c3nccc(C)n3)C2)cc1 (stereo unspecified)	-1%	-8%	-4%	3%	5%	i	1%	0.2%
19	Nc1ncnc2c1ncn2CCOc1ccccc1	7%[38.3 µM]	9%	2%	2%[46.1 µM]	10%	-7%	-4%	0.0%
20	COc1ccccc1-n1cc(CN2CCN(CC(C)C)C(CCO)C2)cn1 (stereo unspecified)	1%	.	-4%	1%	12%	i	20%	0.0%
21	O=C(Cc1ccc(Cl)cc1)Nc1cc(S(=O)(=O)N2CCOCC2)ccc1N1CCCC1	6%	-8%	-2%	-21%	18%	i	-8%	13%
22	CC(C)(C)OC(=O)NCCC(=O)N/N=C/c1ccc2ncccc2c1	.	.	.	5%	-15%	0%	-1%	-0.4%
23	COc1ccc(C2CC(C(F)(F)F)n3nc(CO)c(Cl)c3N2)cc1OC (stereo unspecified)	-27%[38.3 µM]	5%	-2%	-11%[46.1 µM]	3%	-2%	2%	2.5%
24	CCN(C(=O)CCC(=O)N(CC)c1ccccc1)c1ccccc1	-3%	3%	1%	14%	6%	-2%	1%	-3.8%
25	Cc1ccc(C(=O)CN2CCC(NC(=O)C3CCCCC3)CC2)cc1	9%[38.3 µM]	22%	0%	-13%[46.1 µM]	4%	-8%	4%	5.1%
26	COCCNc1oc(/C=C/c2ccccc2)nc1C#N	.	.	.	-43%	-1%	-3%	?	-2.8%
27	CCN(CC)CCc1nc(-c2ccccc2)no1	-1%	-4%[20.6 µM]	0%[17.1 µM]	.	7%[21.6 µM]	-6%[25.9 µM]	-12%[25.5 µM]	4.1%[16.9 µM]
28	N#CC1=C(N)Oc2nc(-c3ccccc3)[nH]c2C1c1cccnc1 (stereo unspecified)	-8%[38.3 µM]	2%	1%	0%[46.1 µM]	-7%	i	-4%	-0.9%
29	CCN1CCN(CC(=O)Nc2c(C(=O)OC)[nH]c3cccc(Cl)c23)CC1	-4%[38.3 µM]	-6%	-1%	13%[46.1 µM]	-3%	-1%	?	-3.3%
30	COCCNC(=O)C(c1cccs1)N(Cc1ccccc1)C(=O)Cn1nnc2ccccc21 (stereo unspecified)	30%[38.3 µM]	14%	-4%	2%[46.1 µM]	6%	14%	-3%	-1.0%
31	CCCOc1ccc(C(=O)NC(=S)Nc2nc3ccc(C)cc3s2)cc1	-4%[38.3 µM]	22%	3%	7%[46.1 µM]	8%	-7%	-1%	-2.3%
32	COc1cc(C(=O)NCc2nnc(SCC(=O)N3CCCc4ccccc43)o2)cc(OC)c1OC	0%	-17%	1%	8%	-2%	-1%	9%	-2.4%
33	Nc1ncnc(Nc2cccc(C(F)(F)F)c2)n1	-16%[38.3 µM]	-18%	-8%	5%[46.1 µM]	3%	-2%	?	2.2%
34	Nc1ccc(C(=O)N2CCCC2)cc1CS(=O)(=O)c1ccc(Cl)cc1	-9%	16%	-1%	7%	10%	-6%	-4%	2.6%
35	COc1ccccc1NC(=O)Cc1noc(CSc2nnc(C)s2)n1	-19%[38.3 µM]	-9%	-8%	-3%[46.1 µM]	8%	7%	-3%	-0.7%
36	Cc1nn(Cc2c(F)c(F)c(F)c(F)c2F)c(C)c1NC(=O)c1ccc(COc2ccc(Cl)cc2Cl)o1	6%	-78%[inhibitor]	2%	?	-6%	-7%	-1%	0.1%
37	O=C(NC1CC1)c1ccc(COc2ccc(F)cc2)o1	10%[38.3 µM]	-7%	1%	-3%[46.1 µM]	-8%	-1%	7%	-1.1%
38	OCCCN=C1CCCc2c1[nH]c1ccc(Cl)cc21	.	.	.	28%	4%	-5%	?	0.5%
39	CC(C)Sc1nnc(Cn2c(=O)sc3ccccc32)n1-c1ccccc1	6%	2%	-2%	-4%[46.1 µM]	4%	0%	-9%	-1.0%
40	CC(=O)Nc1ccc(S(=O)(=O)NC2=NCN(CCOC(=O)c3ccccc3)CN2)cc1	30%[38.3 µM]	16%	1%	-5%[46.1 µM]	-5%	-2%	5%	0.0%
41	Cc1c(Br)ccc(NC(=O)CCN2C(=O)C3C4CCC(C4)C3C2=O)c1C (stereo unspecified)	-8%[38.3 µM]	-6%	3%	5%[46.1 µM]	6%	-2%	-7%	-1.0%
42	O=C(CN(C(=O)CCC(=O)Nc1nccs1)c1ccc(F)c(Cl)c1)NCc1ccco1	19%[38.3 µM]	-17%	-5%	?	2%	i	0%	-6.2%
43	NC(=O)C1CCN(c2cc(Cl)nc(N)n2)CC1	-6%	15%	2%	7%	-5%	-7%	5%	-6.6%
44	COc1ccc(-c2[nH]n(-c3ccc([N+](=O)[O-])cc3)c(=O)c2C=NCc2ccccc2)cc1	1%	-5%	3%	-14%	4%	1%	6%	13µM*
45	Cc1ccccc1Nc1nc2nonc2nc1N1CCOCC1	3%	-17%[1.84 µM]	0%	1%	3%	-3%	2%	1.9%
46	Cc1nc2ccccc2nc1N1CCOCC1	12%[38.3 µM]	-8%	-1%	-6%[46.1 µM]	-3%	12%	9%	-1.6%
47	Cc1c(Br)c([N+](=O)[O-])nn1CC(=O)Nc1c(C)n(C)n(-c2ccccc2)c1=O	2%	-1%	1%	17%	-6%	-3%	-15%	1.0%
48	O=C(CN1CCN(c2ccccc2)CC1)NC(=O)NCc1ccco1	-11%	0%	2%	19%	3%	i	2%	-5.7%
49	CCNC(=S)NNC(=O)c1ccc2ncccc2c1	8%	-1%	2%	12%	-23%	12%	7%	-3.8%
50	O=C(NCCc1ccc2c(c1)OCCO2)c1cc2ccccc2o1	10%[38.3 µM]	-31%[inhibitor]	-2%	1%[46.1 µM]	7%	-7%	1%	-0.9%
51	COc1ccc(-n2c(/C=C(\C)O)nc(=O)c3c(C)cc(C)nc32)cc1	21%[38.3 µM]	2%	0%	?	-15%	-2%	-3%	-0.8%
52	O=C(NCc1cccnc1)c1nn2cccnc2c1Cl	-1%	.	-4%	0%	-2%	9%	-8%	0.2%
53	CCC(Oc1ccccc1)C(=O)Nc1ccccc1OC (stereo unspecified)	20%[38.3 µM]	-4%	-2%	-16%[46.1 µM]	0%	-12%	22%	0.0%
54	Cc1ccnc(NS(=O)(=O)c2ccc(NC(=O)C3CC=CCC3C(=O)O)cc2)n1 (stereo unspecified)	-3%	-4%	1%	8%	7%	16%	3%	-1.9%[10.1 µM]
55	CC1=NN(C(=O)c2ccc(Cn3nc(C)c(Br)c3C)cc2)C(O)(C(F)(F)F)C1 (stereo unspecified)	6%	-12%	7%	-3%	1%	-4%	-5%	0.9%
56	O=C(Nc1nc2ccc(F)cc2s1)c1cccs1	-1%	3.2µM*	-28%	-21%	3%	-3%	?	3.4%
